Compound activity deposited in PubChem by National Center for Advancing Translational Sciences (NCATS).
BLM helicase inh: inhibitors of human Bloom syndrome helicase BLM; P54132; recombinant BLM DNA unwinding, fluorescence dequenching; Potency, µM (doses to about 56.1 µM), inactives show top-dose activity change, negative = inhibition, usual class: inhibitors; 350,000 compounds, 0.2% hits;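 also: plate controls were vehicle for no effect and no enzyme for full effect; nearly all actives have a fitted effect of over 35% in size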
Pol beta inh: DNA polymerase beta (human) inhibition | P06746 | Pol beta primer extension/strand displacement, fluorescence kinetic | Potency, µM (series often up to 114 µM), without a hit: at the highest dose activity change, negative = inhibition, usual class: inhibitors | 340,000 compounds, 1.3% hits | AID 485314; also: % is scaled to controls: 0 for no effect and ±100 for the full control effect
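Reaction started by 50 nM substrate onto compound-treated Pol beta (10 nM, 15 min preincubation, room temperature); plates read at 0 min and 10 min. Normalized concentration-effect data fitted by four-parameter Hill equation.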
G9a block: G9a (human) methyltransferase inhibition | Q96KQ7 | G9a H3K9 monomethylation, AlphaScreen, 2 h | Potency, µM (series often up to 102 µM), inactives show top-dose activity, negative = inhibition, most hits filed as inhibitors | 350,000 compounds, 8.8% hits | AID 504332; also: % is scaled to controls: 0 for no effect and ±100 for the full control effect; nearly all actives have a fitted effect of over 75% in size
Target sequence (Q96KQ7 913-1193 limits assumed): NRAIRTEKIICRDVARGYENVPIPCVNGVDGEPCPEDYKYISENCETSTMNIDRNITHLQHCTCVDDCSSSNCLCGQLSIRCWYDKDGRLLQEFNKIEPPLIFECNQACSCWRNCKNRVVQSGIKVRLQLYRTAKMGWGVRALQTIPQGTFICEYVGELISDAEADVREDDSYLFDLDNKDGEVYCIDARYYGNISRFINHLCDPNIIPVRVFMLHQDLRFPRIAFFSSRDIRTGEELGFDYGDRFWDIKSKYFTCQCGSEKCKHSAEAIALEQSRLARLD
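G9a (20 nM) was preincubated 15 min with compound, then reacted 2 h at room temperature with 500 nM biotin-H3K9 peptide and 20 µM SAM. Monomethyl-H3K9 detected by AlphaScreen using anti-H3K9me1 antibody.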
BAZ2B inh: blocks human BAZ2B; Potency, µM (titrated, usually from 114 µM), without a hit: at the top dose activity change, negative = inhibition, most hits filed as inhibitors; AlphaScreen BAZ2B-H3K14Ac peptide displacement; Q9UIF8; 360,000 compounds, 4.4% hits; also: % is scaled to controls: 0 for no effect and ±100 for the full control effect; nearly all actives have a fitted effect of over 60% in size
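In this displacement format the biotinylated H3(5-23) peptide acetylated at Lys14 serves as ligand at 50 nM, with BAZ2B at 50 nM in PBS pH 7.4 containing 0.01% Tween-20. Donor and acceptor beads are 10 ug/mL final.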
Apoferritin bind: binds horse apoferritin like a general anesthetic. apoferritin/1-aminoanthracene competitive binding, fluorescence. 350,000 compounds, 0.074% hits. AID 485281. P02791. Potency, µM (series often up to 77.5 µM), without a hit: at the highest dose activity change, negative = displacement, most hits filed as inhibitors; also: % is scaled to controls: 0 for no effect and ±100 for the full control effect; nearly all actives have a fitted effect of over 20% in size
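Horse-spleen apoferritin (10 uM) in 50% saturated 1-aminoanthracene in PBS was incubated 10 min at room temperature with compound. Fluorescence (ex 380, em 535 nm) was normalized to free and bound 1-AMA, with concentration-response fitted by a four-parameter Hill equation.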
POLK inh: inhibitors of human DNA polymerase kappa | Q9UBT6 | purified Pol kappa, fluorescent DNA synthesis assay, 10 min | 400,000 compounds, 0.53% hits | AID 588579 | Potency, µM (highest dose often 107 µM), inactives show at the highest dose activity, negative = inhibition, hits mostly inhibitors; also: % is scaled to controls: 0 for no effect and ±100 for the full control effect
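Fluorescent qHTS in 1536-well format: enzyme (10 nM) and compound sat 15 min at room temperature before 50 nM substrate (final) was added. Signal taken at 0 and 10 min; no-enzyme buffer wells were negative controls.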
APEX1 inh: blocks human APE1 abasic DNA cleavage; P27695; recombinant APE1, TAMRA/BHQ-2 abasic DNA cleavage fluorescence; Potency, µM (highest dose often 65.8 µM), without a hit: at the top dose activity change, negative = inhibition, hits mostly inhibitors; 350,000 compounds, 0.35% hits; AID 2517;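 also: plate controls were vehicle for no effect and reference inhibitor for full effect; nearly all actives have a fitted effect of over 55% in size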
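Compound pre-exposure to 0.75 nM APE1, 15 min at ambient temperature. Reaction initiated with 50 nM TAMRA/BHQ-2 THF substrate, read immediately in kinetic mode, 525 nm excitation, 598 nm emission.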
Pol eta inh: inhibitors of human DNA polymerase eta; 390,000 compounds, 1.2% hits; Potency, µM (highest dose often 114 µM), for the others: at the top dose activity change, negative = inhibition, most hits filed as inhibitors; recombinant Pol eta, fluorescent DNA replication assay; Q9Y253; AID 588591; also: % is scaled to controls: 0 for no effect and ±100 for the full control effect
Target sequence (Q9Y253 whole entry, looked up): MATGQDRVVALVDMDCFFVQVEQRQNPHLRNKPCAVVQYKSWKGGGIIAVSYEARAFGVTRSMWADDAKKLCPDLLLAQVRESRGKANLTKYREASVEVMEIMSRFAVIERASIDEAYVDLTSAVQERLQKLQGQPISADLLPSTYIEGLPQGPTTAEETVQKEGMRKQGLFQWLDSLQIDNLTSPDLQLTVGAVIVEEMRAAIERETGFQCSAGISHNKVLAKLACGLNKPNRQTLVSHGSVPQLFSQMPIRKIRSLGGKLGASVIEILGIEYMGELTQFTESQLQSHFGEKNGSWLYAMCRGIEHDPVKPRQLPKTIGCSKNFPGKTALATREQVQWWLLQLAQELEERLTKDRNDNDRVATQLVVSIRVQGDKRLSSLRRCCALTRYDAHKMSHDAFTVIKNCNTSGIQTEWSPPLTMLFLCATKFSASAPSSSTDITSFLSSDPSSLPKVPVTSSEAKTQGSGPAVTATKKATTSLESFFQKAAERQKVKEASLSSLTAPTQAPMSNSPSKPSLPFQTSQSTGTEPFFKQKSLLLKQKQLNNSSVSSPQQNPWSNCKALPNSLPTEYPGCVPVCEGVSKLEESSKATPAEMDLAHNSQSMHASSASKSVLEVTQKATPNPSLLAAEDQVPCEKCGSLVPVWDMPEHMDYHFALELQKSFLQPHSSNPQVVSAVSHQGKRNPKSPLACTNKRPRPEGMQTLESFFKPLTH
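Pol eta at 10 nM preincubated with compounds 15 min at room temperature; reaction started with fluorescent substrate (50 nM final) and read kinetically at 0 and 10 min.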
Pol iota inh: blocks human DNA polymerase iota activity | Pol iota fluorescent replication assay, 10 min | Potency, µM (doses to about 115 µM), for inactives: at the highest dose activity, negative = inhibition, hits mostly inhibitors | 390,000 compounds, 1% hits | AID 588590
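Fluorescent replication assay read twice, at 0 min and 10 min after adding 50 nM (final) substrate. Enzyme (10 nM) and compounds were first incubated 15 min at room temperature; enzyme-free buffer wells were negative controls.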
* marks the source's active call; other numbers are inactive results; ? = inconclusive; / = no result given; [ ] = remark or other dose. Calls follow the shape of the dose curve; as a rule, active = well fitted curve in the direction sought with a large enough effect; inconclusive = small, poorly fitted or top-dose-only effect, or another doubt; inactive = no such curve, though single readings can be large; an effect the other way counts as inactive or inconclusive. Potency is read from the fitted curve at half-maximal effect. An excerpt; count on the stated rates, not on these rows.

SMILES | BLM helicase inh | Pol beta inh | G9a block | BAZ2B inh | Apoferritin bind | POLK inh | APEX1 inh | Pol eta inh | Pol iota inh
CC(C)C(c1nnnn1Cc1ccc(F)cc1)N1CCN(Cc2ccc3c(c2)OCO3)CC1 (stereo unspecified) | -8% | 6% | -18% | -2% | -12% | -9% | -2% | -10% | 6%
O=C(/C=C/c1cccs1)NCc1cccnc1 | 3% | 57% | 24%[59 µM] | 9% | 4% | -17% | 18% | 5% | 110%[activator]
Clc1ccc(-c2nnnn2-c2ccc(Cl)c(Cl)c2)cc1Cl | -4% | 5% | 99%[activator] | ? | -19% | -14% | ? | -11% | -4%
COc1ccc(CCNC(=O)C2=CC=CN3CCS(=O)(=O)N=C23)cc1 | / | / | -7%[2.33 µM] | 8% | / | 8% | 1% | -10% | -11%
Cc1ccc(N(CCC#N)C(=O)COC(=O)C2CCN(c3ccc(C(F)(F)F)cn3)CC2)cc1 | / | / | ? | -10% | / | -6% | -5% | -19% | 21%
O=C(CCC(=O)N1CCN(S(=O)(=O)c2ccc(Cl)cc2)CC1)NC1CCCc2ccccc21 (stereo unspecified) | -4% | 13% | 43%[0.501 µM] | -4% | -18% | -11% | -7% | -1% | -10%
Cc1nnc(NC(=O)CSc2nc3c([nH]c4ccccc43)c(=O)n2-c2ccccc2)s1 | -3% | -16% | -3%[59 µM] | 4% | -9% | -8%[60.1 µM] | / | 2% | -11%
COc1cc(-c2noc(CCCC(=O)Nc3ccc(C(N)=O)cc3)n2)cc(OC)c1OC | 1% | 3% | 11% | 4% | 3% | -21% | 3% | -3% | 27%
Cc1onc(-c2ccccc2)c1C(N)=O | -2% | -6% | -8%[59 µM] | -5% | 4% | -16% | 12% | 3% | -5%
CCSc1nnc(NC(=O)CCNC(=O)c2ccccc2Cl)s1 | / | / | / | / | / | -5% | 52%[activator] | -12% | -5%
CCOC(=O)C1CCN(c2ccc([N+](=O)[O-])c(C(C)=O)c2)CC1 | -10% | -7% | -7% | -30% | -21% | 3% | -1% | -17% | 85%[activator]
Cc1ccc(-n2c(C)cc(C(=O)OCC(=O)N(C)C3CCS(=O)(=O)C3)c2C)cc1 (stereo unspecified) | -11% | 0% | 50µM* | ? | -3% | -12% | -2% | -8% | -6%
O=Cc1cc(Cl)ccc1OCCN1CCC(Cc2ccccc2)CC1 | -10% | 2% | 25µM* | ? | ? | -3% | 6% | -18% | 9%
Cc1ccc(S(=O)(=O)N2CCOCC(=O)NCCOCCNC(=O)COCC2)cc1 | 1% | 15% | 23%[59 µM] | 12% | -5% | -21% | 0% | -8% | -29%
CC(C)(C)NC(=O)c1ccc2c(c1)CCO2 | -5% | -2% | 6% | -2% | -11% | 7% | -8% | -4% | 32%[activator]
Cc1ccc(OCCNC(=O)C(=O)NCc2ccco2)cc1 | -1% | -14% | -1% | -38% | -19% | -3% | ? | -22% | 15%
CCOc1ccc(CNC(=O)C2CCN(c3nnc(-n4cccc4CNc4ccc(C)cc4)s3)CC2)cc1OC | -8% | 2% | -8%[59 µM] | 4% | -9% | -4% | / | / | 0%
O=C(COC(=O)c1ccc[nH]c1=O)NC1CCCCC1 | 2% | 6% | -2% | -34% | 4% | 14% | -4% | -9% | -8%
COc1cccc(Cn2nnc(C(=O)NCc3ccc(Cl)cc3Cl)c2N)c1 | -3% | 58% | -8%[59 µM] | -4% | ? | -2% | / | -8% | ?
O=C(COc1ccc(S(=O)(=O)N2CCc3ccccc32)cc1Cl)NCc1ccccn1 | -5% | -11% | 14µM* | 79µM* | -4% | -5% | ? | 3% | ?
CN(Cc1c(F)cccc1Cl)C(=O)c1ccc(COc2ccccc2)cc1 | -11% | 31% | 53%[activator] | -19% | -13% | -12% | 24% | -14% | 3%
O=C(NCCN1C(=O)C2C3C=CC(C3)C2C1=O)Nc1ccccc1O (stereo unspecified) | 3% | 16% | -7% | 9% | -12% | -17% | 19% | -21% | 25%
COC(=O)c1cccnc1-n1c(=O)c2cccnc2n(CC(=O)Nc2cccc(C)c2)c1=O | -3% | 17% | 19%[59 µM] | 5% | -16% | 6% | / | -19% | 12%
CCCn1c(=O)c2sccc2n2c(CCCC(=O)N3CCN(c4ccc(OC)cc4)CC3)nnc12 | 1% | -1% | ? | ? | 4% | -6% | / | -10% | 53%[activator]
O=C(CN1CCN(c2ccccc2Cl)CC1)NC1CCCc2ccccc21 (stereo unspecified) | -2% | 5% | 8.9µM* | 20µM* | -4% | -13% | -2% | -19% | 16%
Cc1ccc(C(=O)Nc2nncs2)cc1S(=O)(=O)N1CCOCC1 | -5% | -14% | -26%[12.7 µM] | 4% | -2% | 1% | 2% | -10% | 8%
CCN(CC)c1ccc(C(=O)OCC(=O)N(C(C)C)C(C)C)cc1 | -1% | 9% | -4% | -1% | -23% | 4% | -4% | -8% | 13%
Cc1ccc(NC(=S)N2C3CCCC2CC(NC(=O)C2CC2)C3)cc1C (stereo unspecified) | 0% | 1% | 17% | 4% | -6% | 5% | 85% | -13% | 13%
CCC(=O)N1N=C(c2c(-c3ccccc3)c3cc(Cl)ccc3[nH]c2=O)CC1c1ccco1 (stereo unspecified) | 0% | -15%[57.1 µM] | ? | -16% | ? | 4% | 4% | 0% | 110%[activator]
Cc1cc(C)c(C)c(S(=O)(=O)Nc2ccc3cn[nH]c3c2)c1C | / | / | 10%[12.7 µM] | -2% | / | -5% | 35% | -11% | 26%
Cc1cccc(C(=O)Nc2cc(-c3nc4cccnc4s3)ccc2C)c1 | 2% | ? | 2%[59 µM] | 0% | -9% | -10% | / | -9% | -13%
Nc1nc(-c2ccccn2)nc(N)c1Cc1c(F)cccc1Cl | -9% | 16% | 8% | 8.9µM* | -7% | -4% | -5% | -2% | 37%[activator]
O=C(O)CCN1C(=O)CC(N2C(=O)/C(=C/c3ccc(Cl)cc3)SC2=S)C1=O (stereo unspecified) | -3% | 14% | ? | -33% | 53%[activator] | 4% | 0% | ? | ?
Cc1ccc2c(CSc3nnc(C4CC4)n3N)cc(=O)oc2c1C | 3% | 1% | -18%[59 µM] | / | ? | -9% | -2% | 8% | 39%[activator]
CCCOc1ccc(-c2c(=O)n(OCC(=O)OCC)c3ccccc3[n+]2[O-])cc1 | -5% | 26% | -10% | 5% | -8% | -3% | -11% | -21% | 19%
O=C(NCC(c1ccco1)S(=O)(=O)c1ccc(Cl)cc1)c1ccccc1F (stereo unspecified) | -4% | 4% | 13%[59 µM] | 2% | 5% | -4%[60.1 µM] | / | -15% | 17%
CCOC(=O)Cc1csc(NC(=O)c2ccc(S(=O)(=O)N3CCCC3)cc2)n1 | -3% | -26% | 9%[59 µM] | 4% | ? | -5% | 0% | 12% | -11%
O=C(COC(=O)c1cc(=O)[nH]c2ccccc12)NC(=O)NC1CCCCC1 | -3% | -1% | ? | -3% | -24% | -8% | 31%[activator] | -22% | 9%
CCC(=O)NCCc1sc2nc(-c3ccc(OC)cc3)nn2c1C | 3% | 23% | -11%[59 µM] | -8% | 4% | -6%[60.1 µM] | / | -15% | 8%
Cc1nc2ccc(S(=O)(=O)N(C)CC(=O)N3CCc4ccccc4C3)cc2s1 | -1% | 6% | 11%[2.33 µM] | -20% | ? | -12% | -3% | -5% | -6%
O=C(Nc1ccc([N+](=O)[O-])cc1)c1cc2ccccc2nc1Cl | 2% | 11% | ? | -6% | -14% | -9% | 5% | -2% | -10%
CC(=O)c1cc(C#N)c(SCC(=O)C(C)(C)C)nc1C | -3% | -5% | ? | -25% | ? | -6% | 1% | -18% | -4%
O=C(c1ccc(Br)cc1)C(CN1CCOCC1)c1ccccc1 (stereo unspecified) | -10% | 1% | -7%[0.501 µM] | 39%[activator] | -6% | -7% | -20% | -7% | 20µM*
CCCCCCOC(=O)c1ccc(OC(=O)c2cccnc2)cc1 | -11% | -3% | 56%[activator][59 µM] | 63%[activator] | ? | -14% | 0% | -2% | -21%
CNc1ccccc1C(=O)OCC(=O)c1ccccc1 | -4%[12.4 µM] | -1% | 101%[activator] | 107%[activator] | -2%[15.3 µM] | 2% | 7%[12.4 µM] | ? | 12%
O=c1oc(CCO)cc2ccc(Br)cc12 | / | / | / | / | / | -4% | -2% | -12% | 21%
COc1ccc(C(=O)CN(Cc2ccccc2)C2=NCCS2)cc1 | -6% | 11%[57.1 µM] | -46% | -3% | -11% | -17% | -3% | -20% | 141%[activator]
COc1ccc(Nc2cc(C)nc(N3CCOCC3)n2)cc1 | -2% | 24% | 3%[59 µM] | -3% | -21% | -10% | -3% | 4% | 32µM*
CCOC(=O)c1cc(-c2ccccc2)n(CCC(=O)O)c1C | 1% | 4% | -2%[12.7 µM] | -35% | -7% | -14% | 1% | -14% | 37%[activator]

Fetched by structure from the entries so far (five):
SMILES | BLM helicase inh | Pol beta inh | G9a block | BAZ2B inh | Apoferritin bind | POLK inh | APEX1 inh | Pol eta inh | Pol iota inh
CCOC(=O)Cc1csc(NC(=O)c2ccc(S(=O)(=O)N3CCCC3)cc2)n1 | -3% | -26% | 9%[59 µM] | 4% | ? | -5% | 0% | 12% | -11%
COc1ccc(C(=O)CN(Cc2ccccc2)C2=NCCS2)cc1 | -6% | 11%[57.1 µM] | -46% | -3% | -11% | -17% | -3% | -20% | 141%[activator]
Cc1nc2ccc(S(=O)(=O)N(C)CC(=O)N3CCc4ccccc4C3)cc2s1 | -1% | 6% | 11%[2.33 µM] | -20% | ? | -12% | -3% | -5% | -6%
O=c1oc(CCO)cc2ccc(Br)cc12 | / | / | / | / | / | -4% | -2% | -12% | 21%
CCOC(=O)c1cc(-c2ccccc2)n(CCC(=O)O)c1C | 1% | 4% | -2%[12.7 µM] | -35% | -7% | -14% | 1% | -14% | 37%[activator]
